KDM5B inh – inhibitors of human KDM5B histone demethylase; KDM5B demethylase, FDH-coupled NADH fluorescence (FDH is formaldehyde dehydrogenase); hit rate 2.6% among 220,000; Potency, µM (top dose mostly 57.7 µM), inactives show top-dose activity change, negative = inhibition, usual class: inhibitors; Q9UGL1; active = well fitted inhibition curve with a large enough effect; inconclusive = small, poorly fitted or top-dose-only effect; inactive = no such curve, though single readings can be large or run the other way; note: 0% is about no effect; nearly all actives have a fitted effect of over 70% in size
Target sequence (Q9UGL1 whole entry, looked up): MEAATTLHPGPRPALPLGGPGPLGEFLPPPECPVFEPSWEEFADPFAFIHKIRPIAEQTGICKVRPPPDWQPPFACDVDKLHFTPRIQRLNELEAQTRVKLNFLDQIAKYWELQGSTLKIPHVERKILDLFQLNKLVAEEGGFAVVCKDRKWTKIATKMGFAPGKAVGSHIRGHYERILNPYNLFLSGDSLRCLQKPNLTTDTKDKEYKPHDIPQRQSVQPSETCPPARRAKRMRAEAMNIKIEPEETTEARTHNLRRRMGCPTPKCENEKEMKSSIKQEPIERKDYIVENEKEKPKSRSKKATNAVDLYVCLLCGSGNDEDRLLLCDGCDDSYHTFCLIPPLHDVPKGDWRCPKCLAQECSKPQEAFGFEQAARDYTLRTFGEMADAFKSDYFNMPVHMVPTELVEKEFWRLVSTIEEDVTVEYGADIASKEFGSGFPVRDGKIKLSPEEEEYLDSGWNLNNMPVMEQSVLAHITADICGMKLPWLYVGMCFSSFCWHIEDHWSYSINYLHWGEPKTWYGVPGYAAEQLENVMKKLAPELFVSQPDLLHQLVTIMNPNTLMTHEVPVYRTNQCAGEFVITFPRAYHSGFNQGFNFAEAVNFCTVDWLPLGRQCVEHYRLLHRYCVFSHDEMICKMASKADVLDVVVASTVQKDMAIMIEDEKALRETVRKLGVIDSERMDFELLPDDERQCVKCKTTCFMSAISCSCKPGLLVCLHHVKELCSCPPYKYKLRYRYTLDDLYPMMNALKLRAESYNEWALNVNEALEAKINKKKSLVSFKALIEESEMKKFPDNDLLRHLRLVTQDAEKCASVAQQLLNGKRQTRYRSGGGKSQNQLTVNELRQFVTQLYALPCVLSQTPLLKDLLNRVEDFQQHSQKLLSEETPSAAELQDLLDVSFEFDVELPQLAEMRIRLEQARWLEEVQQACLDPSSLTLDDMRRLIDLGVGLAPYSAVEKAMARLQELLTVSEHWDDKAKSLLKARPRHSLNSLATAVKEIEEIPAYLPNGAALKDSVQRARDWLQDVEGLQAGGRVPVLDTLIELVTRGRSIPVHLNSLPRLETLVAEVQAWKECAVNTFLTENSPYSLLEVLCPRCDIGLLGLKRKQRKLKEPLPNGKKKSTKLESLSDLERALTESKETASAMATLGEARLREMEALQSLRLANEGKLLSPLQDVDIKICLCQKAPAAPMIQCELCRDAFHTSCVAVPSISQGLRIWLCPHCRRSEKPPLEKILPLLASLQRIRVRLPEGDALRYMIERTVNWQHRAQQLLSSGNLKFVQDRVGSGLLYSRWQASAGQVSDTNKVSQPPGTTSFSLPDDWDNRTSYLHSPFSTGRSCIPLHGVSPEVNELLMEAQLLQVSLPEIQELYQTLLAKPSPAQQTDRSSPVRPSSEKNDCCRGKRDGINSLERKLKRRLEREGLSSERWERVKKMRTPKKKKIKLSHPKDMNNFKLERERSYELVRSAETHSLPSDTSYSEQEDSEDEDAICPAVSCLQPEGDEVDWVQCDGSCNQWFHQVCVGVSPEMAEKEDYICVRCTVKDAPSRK
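Inhibition is measured as reduced NADH fluorescence generation from FDH coupling to formaldehyde release. Truncated KDM5BΔAP at 200 nM final acts on H3K4me3 peptide (12.5 µM in substrate mix) in pH 7.5 HEPES buffer with Tween-20, 30 min, room temperature.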
Numbers without * were called inactive; ? = inconclusive; & = joins results of further samples; [ ] = remark or other dose. Potency is the fitted concentration of half-maximal effect. Not all compounds are listed; rates above refer to the full screens.

KDM5B inh | mol
21% | COc1ccc(CCN2C(=NC(C)=O)SC3CS(=O)(=O)CC32)cc1OC (stereo not drawn)
? | O=C(COc1ccccc1)Nc1sc2c(c1C(=O)Nc1ccccc1)CCCCC2
28µM* | COc1cccc(Nc2ccc3c(n2)C(C)(C(=O)NCc2ccco2)CN(C)C3)c1 (stereo not drawn)
-20% | CCCCNC(=O)C1CCN(S(=O)(=O)c2cc(Br)cc3c2N(C(=O)CC)CC3)CC1
-4% | CCOCCOC(=O)COc1ccc2c(=O)c(Oc3cc(C)ccc3C)coc2c1
-3% | NC(=O)c1noc(CN2CC[C@@H]3[C@@H](CCC(=O)N3CCc3ccccc3)C2)n1
-9% | CCOc1ccc(NC(=O)CSc2ccc3ccccc3n2)cc1
-7%[86.2 µM] | COc1cccc(CN2CCC3(Cc4ccccc4NC3=O)C2)c1 (stereo not drawn)
-7% | CN(C)N1C(N)=C(C#N)C(c2ccccc2Cl)C2=C1CCCC2=O (stereo not drawn)
-4% | C[C@@H]1C(=O)O[C@H]2[C@H]1CC[C@@]1(C)Cc3sc(NC(=O)CS(=O)(=O)c4ccccc4)nc3[C@@H](C)[C@H]21

Rewritten as tab-separated lines: part of the list above
Compound	KDM5B inh
COc1ccc(CCN2C(=NC(C)=O)SC3CS(=O)(=O)CC32)cc1OC (stereo not drawn)	21%
O=C(COc1ccccc1)Nc1sc2c(c1C(=O)Nc1ccccc1)CCCCC2	?
COc1cccc(Nc2ccc3c(n2)C(C)(C(=O)NCc2ccco2)CN(C)C3)c1 (stereo not drawn)	28µM*
COc1cccc(CN2CCC3(Cc4ccccc4NC3=O)C2)c1 (stereo not drawn)	-7%[86.2 µM]

The list goes on.
KDM5B inh | mol
-101% | CC(C)CNc1oc(-c2ccc(S(=O)(=O)N(C)C)cc2)nc1C#N
8%[86.2 µM] | CN(Cc1ccccc1)C(=O)C1(C)COCc2cnc(Nc3ccccc3)nc21 (stereo not drawn)
25µM* | N#CC1CCN(C(=O)c2nc(-c3cccc(C(F)(F)F)c3)c3cnccn23)CC1
14% | O=C(C[N+]1(CC#Cc2ccccc2)CCOCC1)c1ccc(Cl)cc1
-10% | Cc1nc(-c2ccc(F)cc2)n(CC(=O)NCc2ccc(F)cc2)c(=O)c1CCO
4% | Cc1c(Cl)cccc1NC(=O)Cn1cc(C#N)c2ccccc21
19% | COCc1nnc(NC(=O)C2c3ccccc3C(=O)N(CC(C)C)C23CCCC3)s1 (stereo not drawn)
-12% | Cc1cc2oc(C(=O)Nc3ccc(S(=O)(=O)Nc4onc(C)c4C)cc3)cc(=O)c2cc1Cl
23% | N/C(=N\c1ncccn1)Nc1ccccc1
3% | Cc1cccc(OCCn2nc(C(=O)O)c3ccccc3c2=O)c1
? | Cc1cnccc1N1CCCN(Cc2cnc(-c3cccs3)nc2)CC1
-20%&-3% | CCCCC1=NN(C(=O)c2ccncc2)C(O)(C(F)(F)F)C1 (stereo not drawn)
17% | C=CCn1c(=S)[nH]c2cc(C(=O)Nc3ccc(OC)c(OC)c3)ccc2c1=O
? | COc1ccc(/C=C/c2nnc(Cc3ccccc3)o2)cc1
-5% | N#Cc1cccc(NC(=O)CCSCc2ccccn2)c1
-18% | COCCOc1ccc2c(n1)CCN(C(=O)Cc1cccc(OC)c1)C2
16% | COCCCN(C)Cc1sccc1C
-25% | COc1cc(/C=N/NC(=O)c2cc(O)cc(O)c2)ccc1OC(=O)c1ccccc1
? | CCOC(=O)c1c(C)n(-c2ccccc2)c2ccc(OC(=O)c3ccc(OCC)c(OCC)c3)cc12
3% | COc1cc(NC(=O)C(C)Sc2ncnc3nc[nH]c23)cc(OC)c1OC (stereo not drawn)
-9% | COc1ccc2[nH]cc(C(C(=O)O)N3CCN(Cc4cccc(Cl)c4)CC3)c2c1 (stereo not drawn)
144%[activator] | Cc1nnc(N2CCC(C(=O)NCc3ccc(F)cc3)CC2)c2nn(-c3ccc(Cl)cc3)c(C)c12
-13% | Cc1cnc(CC2CCN(S(=O)(=O)c3ccccc3)CC2)n1Cc1ccccc1
-28% | Cc1ccc(C(=O)N2CCCN(S(C)(=O)=O)c3ccccc32)s1
? | O=C1CCN(C(=O)c2cccc3[nH]ccc23)CCCC(C(=O)NCc2ccccc2)CCN1 (stereo not drawn)
20% | O=c1[nH]c(N2CCOCC2)nc2c1CCN(Cc1ccc(F)c(Cl)c1)CC2
-15% | CCCCC(CC)CNC(=O)c1ccc(Cn2c(=O)[nH]c3cc(OC)c(OC)cc3c2=O)cc1 (stereo not drawn)
22% | Cc1cccc(N(Cc2nc3nc(C)cc(C)n3n2)S(=O)(=O)c2ccccc2)c1
14% | CCCCNc1nc2c(c(=O)[nH]c(=O)n2C)n1CC(O)COC(C)C (stereo not drawn)
-1% | COc1ccccc1CNC(=O)C1(c2cccs2)CCOCC1
28% | CN1C(=O)CC(C(=O)O)C12CCN(C(=O)C1(c3ccccc3)CC1)CC2 (stereo not drawn)
8% | O=C(Nc1c(NC2CCCC2)c2ccccc2oc1=O)NC1CCCCC1
-13% | Cc1nc(N2CCOCC2)c2c(C(=O)NCc3cccc(Cl)c3)c(C)oc2n1
1% | CCOC(=O)C1C(=O)C=C(c2ccc(F)cc2)CC1c1ccc(CC)cc1 (stereo not drawn)
15% | CC1CCN(C(=O)c2ccc(NS(=O)(=O)c3cccs3)cc2)CC1
-6% | CCOC(=O)c1c(C)[nH]c(C(=O)OCC(=O)NCc2ccc(F)cc2)c1C
16% | Cc1ccc(C(=O)Nc2ccc3oc(C)nc3c2)cc1
20% | CCCc1ccc(C(=O)NC(=O)c2ccccc2O)cc1
? | COc1ccc(S(=O)(=O)N2CCn3cccc3C2c2cccs2)cc1C (stereo not drawn)
-17%[86.2 µM] | COc1ccc(CN2C[C@H]3CN(Cc4ccc(Cl)cc4)CCN3C2=O)cc1
7% | O=S(=O)(c1ccccc1)N1CC(c2noc(C3CCCN3CC3CC3)n2)C1 (stereo not drawn)
-6% | COCCc1noc([C@@H]2CN(CC(C)C)C[C@H]2CO)n1
? | COc1ccccc1C(=O)Oc1ccc(Cl)cc1C(=O)/C=C/c1ccc(F)cc1
30% | COc1cc2nc(CN3CCOCC3)n(CC(=O)NCC(F)(F)F)c(=O)c2cc1OC
-11% | Cc1ccc(NC(=O)C2C3C=CC4(O3)C2C(=O)N(CCCN2CCOCC2)C4C(=O)NC2CCCCC2)cc1Cl (stereo not drawn)
? | Brc1cccc(-c2nnn3c2nc(NCc2ccc4c(c2)OCO4)c2ccccc23)c1
-26%[149 µM] | O=C(O)c1cccc(-c2cncc(C(=O)O)c2)c1
32µM* | Cc1cccc2c(C(=O)N(C)C(C)Cc3ccccn3)cc(-c3cnc(N)nc3)nc12 (stereo not drawn)
42%[activator] | COc1ccc2c(CC(=O)OCC(=O)c3ccccc3)coc2c1
6% | CCn1cc(S(=O)(=O)N2C[C@@H](C(N)=O)[C@H](c3n[nH]c(C)n3)C2)cn1

Continued:
KDM5B inh | mol
7% | COCCNc1nc2c(c(=O)n(C)c(=O)n2C)n1Cc1cc(OC)ccc1Cl
? | O=C(CSCc1c(Cl)cccc1Cl)NCc1ccc2c(c1)OCO2
13% | COC(=O)c1cc(COC(=O)C2COc3ccccc3O2)oc1C (stereo not drawn)
-15%[86.2 µM] | Clc1cc(N2CCC(N3CCOCC3)CC2)n2nccc2n1
8% | CCOc1ccc(-c2nn(-c3ccc(F)cc3)c3c2cnc2ccc(F)cc23)cc1
7% | CCOC(=O)C1=C(CN2CCN(C(=O)OC(C)(C)C)CC2)NC(=O)NC1c1ccccc1 (stereo not drawn)
1% | COc1cccc(CN2CCC(Cc3ncc(C)n3Cc3ccccc3)C2)c1 (stereo not drawn)
0% | O=C1Cc2cc(S(=O)(=O)NCc3ccco3)cc3c2N1CCC3
23% | COCCN1C(=O)c2ccccc2C(C(=O)NC2CCCC2)C12CCCCC2 (stereo not drawn)
9% | Cc1ccc(C(=O)CC(C(=O)O)c2c[nH]c3ccccc23)cc1 (stereo not drawn)
? | Cc1ccn2c(Nc3c(C)cccc3C)c(-c3ccsc3)nc2c1
5% | COCC(=O)NC1CCC12CCN(Cc1ccc(F)c(F)c1)CC2 (stereo not drawn)
? | CCCCN1CC(c2nc3ccccc3n2CCCCOc2cc(C)cc(C)c2)CC1=O (stereo not drawn)
11% | Cc1ccc(Nc2nc(-c3ccc([N+](=O)[O-])cc3)cs2)cc1
-6% | O=C(NC1CC(=O)N(c2ccc(F)cc2)C1)c1ccc(S(=O)(=O)N2CCCCC2)cc1 (stereo not drawn)
24% | COc1ccc(S(=O)(=O)N(C)CC(=O)NC2CC2)cc1OC
-22% | COc1ccc(OC)c(NC(=O)CN(C)S(=O)(=O)c2ccc(C(=O)N3CCOCC3)s2)c1
19% | O=C1NCCOCCCN(C(=O)NC2CCCCC2)[C@H]2CCC[C@@H]12
1% | CCOc1ccc(NC2=CC(=O)CC(C)(C)C2)cc1
? | COCCN1CCn2c(nc3cc(NS(C)(=O)=O)ccc32)C1
-17% | CCCCC1C=CCN1S(=O)(=O)c1cccc(C(=O)NCC(F)(F)F)c1 (stereo not drawn)
-28% | CN(C)c1ccc(CN[C@H]2CO[C@H]3[C@@H]2OC[C@H]3OC(=O)Nc2ccc(Oc3ccccc3)cc2)cc1
-20% | O=S1(=O)c2ccc(N3CCN(Cc4ccccc4F)CC3)cc2Oc2ccccc2CN1Cc1cn(Cc2ccc(C(F)(F)F)cc2)nn1
2% | CC1(C)CC(=O)C2=C(C1)OC(N)=C(C#N)C2c1cccnc1 (stereo not drawn)
16% | CCCCN(C1CCS(=O)(=O)C1)S(=O)(=O)c1ccc(OC)cc1 (stereo not drawn)
7% | O=C([C@H]1C[C@H](Oc2cccnc2)CN1S(=O)(=O)Cc1ccccc1F)N1CCOCC1
11% | O=C(c1ccc(-n2cnnc2)cc1)N1CCC2(CCCO2)CC1
48%[activator] | CC(=O)N1CCC(C(=O)N[C@H](Cc2ccccn2)C2CC(O)C2)CC1 (stereo partly drawn)
15% | Cc1ccc(CNC(=O)C2CCN(C(=O)c3nnn4cc(C)[nH]c(=O)c34)CC2)cc1
? | COc1ccc(-c2nc3cc(C)ccc3cc2CN2CC[C@@H](O)C2)cc1OC
2% | CC(C)CCN1CCC(Cc2ccc(C(=O)NC3CC3)cc2)CC1
-13% | Cc1ccccc1-c1onc(C)c1C(=O)NCCc1ccc(F)cc1
-13% | CSc1cccc(NC(=O)O[C@@H]2CC[C@]3(C)C(CC[C@@H](O)[C@H]3CC(=O)NCc3ccccc3)[C@]2(C)CO)c1 (stereo partly drawn)
6% | O=c1c(-c2ccccc2)coc2cc(OCCN3CCN(c4ccccc4)CC3)ccc12
26% | CO[C@H]1C(=O)N(C(C)C)[C@H]1C1CCN(C(=O)c2cnc(C)cn2)CC1
? | Cn1c(=O)sc2cc(NS(=O)(=O)c3ccc(C(C)(C)C)cc3)ccc21
-4% | COc1ccc(NC(=O)c2ccc(Cl)cc2)c2cccnc12
5% | Cc1nn(CC(=O)Nc2ccc(O)cc2)c(=O)c2ccccc12
-3% | NC(CO)c1ccc(OCc2ccccc2)cc1 (stereo not drawn)
19% | CN(CC1CCOCC1)C(=O)Nc1cccc(C(F)(F)F)c1

6 entries out of the list above, arranged by the value under KDM5B inh, largest number first.
KDM5B inh | mol
26% | CO[C@H]1C(=O)N(C(C)C)[C@H]1C1CCN(C(=O)c2cnc(C)cn2)CC1
6% | O=c1c(-c2ccccc2)coc2cc(OCCN3CCN(c4ccccc4)CC3)ccc12
2% | CC(C)CCN1CCC(Cc2ccc(C(=O)NC3CC3)cc2)CC1
-3% | NC(CO)c1ccc(OCc2ccccc2)cc1 (stereo not drawn)
-4% | COc1ccc(NC(=O)c2ccc(Cl)cc2)c2cccnc12
-13% | Cc1ccccc1-c1onc(C)c1C(=O)NCCc1ccc(F)cc1

Fetched by compound from the list above, two records:
KDM5B inh | mol
-4% | COc1ccc(NC(=O)c2ccc(Cl)cc2)c2cccnc12
19% | CN(CC1CCOCC1)C(=O)Nc1cccc(C(F)(F)F)c1

Next part.
KDM5B inh | mol
-2% | Cc1cc(C)cc(NC(=O)Nc2cccc(S(N)(=O)=O)c2)c1
-8% | CC(=O)C1=C(C)OC(=O)C1(NC(=O)c1ccccc1)C(F)(F)F (stereo not drawn)
6% | Cc1ccccc1C(=O)Nc1nnc(S(=O)(=O)N2CCc3ccccc32)s1
-5% | CN(C)C1(CNC(=O)COc2cccc(Cl)c2)CCCCC1
10% | Cc1ccc(CC(=O)NC2CCN(c3cc(C(F)(F)F)ncn3)CC2)cc1
-23%[115 µM] | CC(C)(C)c1cnc([C@@H]2COCCN2C2CCCCC2)[nH]1
? | COc1cccc(C(=O)/C(=C/c2ccncc2)c2nc3ccccc3o2)c1
3% | CCOC(=O)c1ccc(NCc2ccc(Cl)cc2Cl)cc1
-20% | CCN1CCN(c2nc3c(S(=O)(=O)c4ccc(Br)cc4)nnn3c3ccsc23)CC1
11% | CN(C)C(=O)c1ccc(NC(=O)c2ccc(-c3ccccc3)cc2)cc1
-5% | COC(=O)c1sccc1S(=O)(=O)N(CC(=O)Nc1cc(C)ccc1C)c1ccc(C)c(C)c1
3% | O=C(NC1CCCC1)N1CCCC(c2noc(COc3ccccc3)n2)C1 (stereo not drawn)
-5% | Fc1ccccc1COc1ccccc1CNCC1CCNCC1
? | NC(=O)c1ccc(-c2ncc3cnc(-c4cccc(F)c4)cn23)cc1
3% | Cc1ccc(Cc2nc3ccccc3nc2SCC(=O)N2CCNC2=O)cc1
-12% | N#Cc1cccc(C(=O)N2CCC3(CC2)NC(=O)N(Cc2ccc(Cl)cc2)C3=O)c1
27% | COc1ccc(NC(=O)CSc2ccc3nnc(CCNC(=O)c4ccccc4)n3n2)cc1OC
